ARNT TACC3 PPI: ARNT/TACC3 interaction disruption. AlphaScreen His-ARNT PAS-B/GST-TACC3 binding, luminescence; TACC3 fragment carries E629A point mutation. inhibition, % at 9.99 µM. actives 0.66% (n = 390,000). AID 623870;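 active = mean inhibition of replicates at least 50% and at least half of replicates each reaching 50%; inconclusive = half or more replicates reach 50% but mean below 50%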;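 note: 0% = complete ARNT plus TACC3 wells and 100% = ARNT alone without TACC3; many hits fall short of the cut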
XiGFP reactiv: reactivates the inactive X chromosome in mouse fibroblasts; XiGFP mouse fibroblasts, % GFP-positive cells imaging, 3 d; cells co-treated with 5-aza-dC sensitizer; scaled so ellipticine positive control = 100%; activation, % at 7.58 µM; actives 0.055% (n = 360,000); AID 743238;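 active = mean normalized replicate activation at least 10% and every replicate at or above 10%; inconclusive = only one of the two criteria met; inactive = mean below 10% and not all replicates reach 10%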;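 note: 0% = median of on-plate neutral control wells and 100% = ellipticine 6 µM median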
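assay system = SV40-immortalized XiGFP fibroblast cells, line 68-5-11 | buffer or medium = DMEM plus 5-aza-dC sensitizer | doses = single-point pinned compound dosing | times = 3-day compound exposure, then 15 min fixation at room temperature | benchmarks = positive control ellipticine, 6 µM final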
DENV2 CPE: protects cells from dengue virus 2 cytopathic effect. DENV2-infected cells, cytopathic effect rescue, plate reader. CPE inhibition, % at 9.99 µM. actives 1.7% (n = 350,000). AID 651640; in the data active = CPE inhibition above about 20%, passing the limit was not always enough; inconclusive = no clear call, values can overlap the other calls; tested in BHK-21 cells;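 note: 0% = median of neutral control wells and 100% = median of positive control wells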
CFTR F508del cor: CFTR F508del correction in bronchial cells | CFBE cells, YFP halide quenching; stimulated with forskolin plus potentiator P3; % fluorescence drop versus neutral controls | activity (quench increase), % at 7.58 µM | actives 0.36% (n = 350,000) | AID 720511;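 active = mean added fluorescence quench of at least 8% versus neutral control, with both replicates also reaching 8%; inconclusive = only one of the mean or replicate conditions met; inactive = mean below 8% and not both replicates reaching 8%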;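 note: cells transiently co-express mutant CFTR-F508del with the halide-sensitive YFP; corrector assay measuring rescue of mutant channel to the surface after 24 h compound exposure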
GSIS activator: GLuc luminescence reporter in INS-1E cells, primary screen for activators of glucose-dependent secretion of insulin; INS-1E GLuc reporter insulin secretion, 2-3 h; activation, % at 16.6 µM; actives 0.61% (n = 370,000);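 active = lowest replicate activation of at least 40%, so every replicate reaches that level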;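 note: 0% = median of neutral control wells and 100% = median of IBMX positive control wells; some compounds called inactive have numbers as strong as hits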
EWS-Fli inh: inhibitors of EWS/Fli oncoprotein transcriptional activity. A673 NR0B1-luciferase reporter, viability-normalised. inhibition, % at 12.6 µM. actives 0.67% (n = 350,000). AID 651661;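 active = mean inhibition of at least 50% after viability correction, with every replicate also passing that limit; inconclusive = mean reaches 50% but only one of two replicates passes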;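 note: firefly luciferase signal divided by Alamar Blue viability fluorescence both relative to DMSO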
PAX8 reporter: inhibitors of PAX8 transcriptional activity in RMG-I cells; actives 1.2% (n = 360,000); RMG-I TPO-luciferase reporter, SteadyGlo, 24 h; inhibition, % at 12.6 µM;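 active = mean replicate inhibition at least 60% with every replicate also reaching 60%; inconclusive = only one of the two criteria is met; inactive = mean below 60% and not all replicates reaching 60%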;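 note: luciferase light reporting Pax8 driven TPO promoter activity; plate controls were median of neutral control wells for no effect and mitoxantrone controls for full effect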
ERp5 block: blocks human ERp5 reductase activity on insulin; ERp5 insulin aggregation, absorbance 650 nm, 90 min; inhibition, % at 9.99 µM; actives 0.05% (n = 350,000); AID 651711;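 active = mean replicate inhibition above about 25%, with every replicate also reaching it, limit read from the data, passing the limit was not always enough; inconclusive = only one of those two criteria met; inactive = neither criterion met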
Target sequence (Q15084 whole entry, looked up): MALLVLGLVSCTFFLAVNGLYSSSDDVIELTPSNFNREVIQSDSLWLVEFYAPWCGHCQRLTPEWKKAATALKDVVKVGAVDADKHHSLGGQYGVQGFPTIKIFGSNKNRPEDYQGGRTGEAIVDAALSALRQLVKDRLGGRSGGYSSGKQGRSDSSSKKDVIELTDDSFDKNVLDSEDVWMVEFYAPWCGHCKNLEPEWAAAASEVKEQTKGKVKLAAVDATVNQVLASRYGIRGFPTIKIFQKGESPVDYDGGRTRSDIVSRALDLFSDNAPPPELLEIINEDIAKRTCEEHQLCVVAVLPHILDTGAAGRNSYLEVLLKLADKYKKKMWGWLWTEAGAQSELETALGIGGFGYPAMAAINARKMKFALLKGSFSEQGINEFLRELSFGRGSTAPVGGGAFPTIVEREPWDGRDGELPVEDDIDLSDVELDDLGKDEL
Active calls of the source: *; ? = inconclusive; / = no result given.

SMILES	ARNT TACC3 PPI	XiGFP reactiv	DENV2 CPE	CFTR F508del cor	GSIS activator	EWS-Fli inh	PAX8 reporter	ERp5 block
O=C(O)c1ccc2c(c1)C1C=CCC1C(c1ccncc1)N2 (stereo not drawn)	0	/	-1	-2.7	16	3	9	-1
Cc1cc([N+](=O)[O-])nn1CCCC(=O)Nc1cccnc1Cl	-1	-0.3	1	0.2	-7	-1	18	-3
COc1cc(/C=C/C(=O)OCC(=O)c2ccc[nH]2)ccc1O	/	0.0	3	-2.2	/	27	2	-4
Cn1c(=O)n(C)c2cc(NC(=O)c3ccccc3NS(C)(=O)=O)ccc21	-1	0.3	?	1.1	16	1	-1	-6
COc1ccc(S(=O)(=O)Nc2ccc3c(c2)C(=O)N([C@@H](C)CO)C[C@@H](C)[C@@H](CN(C)C(=O)c2ccncc2)OCCCC[C@H](C)O3)cc1	-3	-0.1	15	-2.7	0	8	0	-3
O=C(CCC(=O)N1CCN(S(=O)(=O)c2ccc3ccccc3c2)CC1)NCC(F)(F)F	0	0.0	-3	-5.0	-4	9	2	0
COc1cc(/C=N/NC(=O)c2ccccc2Cl)ccc1Oc1ccc([N+](=O)[O-])cn1	-2	0.0	-5	/	-9	-8	28	2
C[C@H]1CCCCO[C@H](CN(C)C)[C@@H](C)CN([C@@H](C)CO)C(=O)c2cc(NS(=O)(=O)c3cn(C)cn3)ccc2O1	11	0.0	-1	1.1	0	/	6	0
Cc1nnc(NC(=O)C(C)Sc2nncn2C)s1 (stereo not drawn)	-8	0.1	-14	-0.8	2	-1	6	1
CCCCCN1CC(=O)N2C(C)c3[nH]c4ccccc4c3C[C@H]2C1=O (stereo partly drawn)	-9	0.1	7	0.3	-2	13	27	1
OCCN1CCN(c2cnc(-c3ccsc3)cn2)CC1	/	0.2	7	1.5	/	-86	-142	-8
COC(=O)Cc1nnn2c1[C@H](C)[C@@H](OC)c1cccc(Cl)c1-2	/	-0.1	0	-2.6	34	-6	20	-3
N#C[C@H]1[C@H](c2ccccc2-c2ccccc2)[C@@H](CO)N1C(=O)NC1CCCC1	/	0.2	-4	1.8	-5	37	-8	7
CCCNC(=O)N1CC2(C1)CN(C(=O)Nc1ccc(F)cc1)[C@H](CO)c1[nH]c3cc(OC)ccc3c12	/	0.1	23*	0.3	3	5	/	1
O=C(C[C@H]1C[C@@H]2c3cc(NC(=O)CC4CC4)ccc3O[C@@H]2[C@@H](CO)O1)NCc1ccc(-c2ccccc2)cc1	0	0.3	1	1.6	-15	-11	50	63*
CC(=O)c1ccccc1NC(=O)CN1C(=O)NC2(CCCCCCC2)C1=O	7	-0.7	-5	0.9	20	8	14	1
Cc1[nH]nc2c1[C@@H](c1ccccc1[N+](=O)[O-])C(C#N)=C(N)O2	36	0.0	-2	-0.6	-3	7	15	3
Oc1ccc(Br)cc1-c1cc(-c2ccccc2Cl)[nH]n1	0	0.1	-4	4.1	/	-4	0	7
COc1cc(/C=N/Nc2nncn2N)ccc1OCc1c(C)no[n+]1[O-]	6	0.1	0	1.1	-3	10	33	4
C[C@@H]1CCCCO[C@H](CN(C)Cc2ccncc2)[C@@H](C)CN([C@H](C)CO)C(=O)c2cc(NS(=O)(=O)c3ccccc3)ccc2O1	-25	0.1	21*	-0.4	20	2	8	-1
CCC(CC)NC(=O)c1cccc(NC(=O)C(C)C)c1	-2	0.1	-5	-2.5	-6	7	7	2
Cc1noc(C)c1NC(=O)N(C)C[C@H]1Oc2ccc(NS(=O)(=O)c3ccc(F)cc3)cc2CC(=O)N([C@@H](C)CO)C[C@H]1C	-8	0.3	-12	1.4	23	-2	/	-5
CCCCCCn1c(=O)[nH]c2nc3cc(N)c(C)cc3nc2c1=O	3	1.4	-5	4.3	-9	5	6	6
Cc1nc2ccccc2c2oc(C(=O)NCC3COc4ccccc4O3)cc12 (stereo not drawn)	4	0.2	0	0.2	-17	2	24	-6
O=C(N/C(=C/c1cccc(Br)c1)C(=O)N1CCOCC1)c1ccco1	/	0.0	8	-1.2	15	-3	0	-4
COc1ccc(CNC(=O)C[C@@H]2CC[C@@H]3[C@H](COc4ccc(NC(C)=O)cc4C(=O)N3C)O2)cc1	-10	0.2	-2	1.1	2	4	8	1
Cc1cc(Br)ccc1NC(=O)CSCc1c(C)noc1C	1	0.0	-1	1.9	-18	4	-6	0
CCCS(=O)(=O)c1c(S(=O)(=O)CCC)c2ccc(C(N)=O)cn2c1C(=O)c1ccc(OC)cc1	5	0.0	2	0.3	0	8	6	-8
O=C(Nc1cccc(Cl)c1)N1C[C@@H]2[C@H](c3ccccc31)[C@H](CO)N2C(=O)c1cccnc1	-1	0.0	/	1.6	-9	-10	10	/
Cc1cc(C)nc(/N=C(\N)N2CCCCC2)n1	-1	0.6	1	1.7	0	-6	7	-1
COc1cc(OC)cc(N(C(=O)CNC(=O)c2cccs2)C(C(=O)NCC2CCCO2)c2ccc(OC)c(OC)c2)c1 (stereo not drawn)	5	0.0	0	-0.2	-4	3	1	2
C[C@@H]1CN([C@H](C)CO)C(=O)Cc2cc(NC(=O)c3ccncc3)ccc2O[C@H]1CN(C)Cc1ccc2c(c1)OCO2	-9	-0.3	2	0.4	6	-2	-11	9
C[C@H]1CN([C@@H](C)CO)S(=O)(=O)c2ccc(C#CC3CCCC3)cc2O[C@H]1CN(C)C(=O)Cc1ccccc1	5	-0.7	-2	5.1	-32	11	52	0
O=C(Nc1ccccc1)N1C[C@@H]2[C@H](c3ccccc31)[C@@H](CO)N2C(=O)Cc1ccccn1	9	-0.1	8	-0.1	1	-32	-31	-1
COc1ccc(C2=C/C(=C\c3ccc(OC(C)=O)cc3)C(=O)O2)cc1	2	0.1	3	-0.5	12	17	-18	-8
Cc1nn(C)cc1C(C)NC(=O)c1cc(COc2cccc3cnccc23)on1 (stereo not drawn)	6	0.0	1	2.7	2	13	/	10
CCC(=O)N(C)C[C@@H]1Oc2ncc(C#Cc3ccc(OC)cc3)cc2C(=O)N([C@H](C)CO)C[C@H]1C	0	0.5	-10	-1.8	-7	-8	4	-3
Cc1ccc(C)c(N2CCN(CCCNC(=O)Cn3cc4c(n3)CCCCC4)CC2)c1	/	-0.1	7	4.4	2	16	28	0
O=C(CN1C(=O)NC2(CCCC2)C1=O)OCCOc1ccccc1Cl	1	0.0	5	-1.9	32	0	-6	1
C[C@@H]1CN([C@@H](C)CO)C(=O)c2cc(C#Cc3ccncc3)cnc2O[C@@H]1CN(C)C(=O)c1ccccc1F	11	0.2	16	-3.2	-15	-10	-14	1
COCCCN(C(=O)Cn1ncc2c(=O)oc3ccc(C)cc3c21)C(C)c1ccncc1 (stereo not drawn)	-31	0.2	15	0.3	/	5	7	7
C/C=C/c1ccc([C@H]2[C@@H](CO)N(C(C)=O)[C@@H]2CN(CC)C(=O)CC2CC2)cc1	/	0.0	-6	1.0	0	10	/	7
CCOc1cc(N2CCOCC2)c(OCC)cc1NC(=O)COC(=O)C1CCCN1S(=O)(=O)c1ccccc1F (stereo not drawn)	3	-0.1	3	-0.3	-15	5	11	10
CN(C)C(=O)c1ccc(-c2ccc([C@@H]3[C@H](CO)N4CCCCN(CCC(F)(F)F)C[C@@H]34)cc2)cc1	-2	0.0	?	2.1	0	-13	-14	0
Cc1noc(C)c1S(=O)(=O)N(C)C[C@H]1OCCCC[C@H](C)Oc2ccc(NC(=O)Nc3cccc4ccccc34)cc2C(=O)N([C@H](C)CO)C[C@H]1C	/	-0.2	0	-2.0	10	2	23	7
C[C@H](CO)N1C[C@H](C)[C@H](CN(C)C(=O)Nc2cccc3ccccc23)OCCCC[C@H](C)Oc2ccc(NS(=O)(=O)c3cccs3)cc2C1=O	-6	-0.3	?	-0.2	12	-4	7	2
O=C(NNC1=NCCN1Cc1ccccc1)c1cccc(C(F)(F)F)c1	-4	0.2	4	3.1	14	2	4	1
N#C[C@H]1N[C@H](CO)[C@@H]1c1ccc(C2=CCCCC2)cc1	4	-0.1	14	1.1	7	-18	-10	2
NC(=O)c1ncn2c(=O)n(CCCl)nnc12	/	0.2	4	1.4	7	11	81*	3
Cn1c(CCN2CCCCC2)nc2cc(NC(=O)COc3ccc(Cl)cc3)ccc21	3	0.2	0	-0.1	9	1	37	-6
CC(C)N(C(=O)Cn1cc(SCC(=O)NCC2CCCO2)c2ccccc21)C(C)C (stereo not drawn)	-1	0.0	-8	-1.6	-1	0	16	-1
NC(=O)CC(NC(=O)Cc1cccc2ccccc12)c1ccc(NCCCN2CCCC2=O)c([N+](=O)[O-])c1 (stereo not drawn)	15	-0.3	0	-1.6	3	-2	-7	4
C[C@@H]1[C@H]2[C@@H](O[C@@H]3O[C@H](CO)[C@@H](O)[C@H](O)[C@H]3O)OC=C(C(=O)O)[C@H]2C[C@@H]1O	-7	/	19	-0.8	7	7	/	0
CS(=O)(=O)N1CC2(C1)[C@H](c1ccccc1)[C@@H](CO)N2CCC(F)(F)F	/	0.0	-3	-2.1	29	2	-7	2
CC(C)C[C@@H](CNCC(=O)[C@H](CC(C)C)NC(=O)c1[nH]cnc1C(=O)N[C@H](CN)CC(C)C)NC(=O)c1nc[nH]c1C(=O)N[C@@H](CC(=O)O)C(=O)O	5	0.2	13	3.6	7	1	-10	3
COC(=O)[C@H](CC(C)C)NCc1cccc(CN[C@@H](CC(C)C)C(=O)OC)c1	-7	0.0	8	1.3	-9	-3	-16	-3
C[C@@H]1CN([C@@H](C)CO)C(=O)Cc2cc(NC(=O)CCN3CCOCC3)ccc2O[C@H]1CN(C)Cc1ccccc1	8	-0.2	-4	-0.1	22	-5	10	-1
CC1CCC(C(=O)NC(C(=O)Nc2ccccn2)C(C)C)CC1 (stereo not drawn)	-1	-0.1	6	-2.7	-10	-4	-4	9
Cn1cnc(CCNC(=O)C[C@H]2CC[C@@H]3[C@H](COC[C@H](O)CN3C(=O)Nc3ccc(F)cc3)O2)c1	7	0.4	2	-1.6	15	1	-10	3
COCC#Cc1ccc([C@H]2[C@@H](CO)N3C(=O)CN(C(=O)Nc4ccc(F)cc4)C[C@H]23)cc1	/	0.2	-2	-3.6	-6	-2	-2	-4
Cc1c(C)c2c(c(C)c1O)CC[C@@](C)(CCC[C@H](C)CCC[C@H](C)CCCC(C)C)O2	-1	0.1	1	-2.5	/	-5	14	/
Nc1nc(COC(=O)C2CC(=O)N(Cc3ccccc3)C2)nc(Nc2ccccc2)n1 (stereo not drawn)	3	0.1	1	1.4	-1	13	-8	1
COc1cc(OC)cc(C(=O)NCC(=O)OCC(=O)c2cc(OC)ccc2OC)c1	-11	-0.1	/	/	45	/	-3	/

A different layout for part of the listing above.
Results follow in this order: ARNT TACC3 PPI	XiGFP reactiv	DENV2 CPE	CFTR F508del cor	GSIS activator	EWS-Fli inh	PAX8 reporter	ERp5 block
- Cc1c(C)c2c(c(C)c1O)CC[C@@](C)(CCC[C@H](C)CCC[C@H](C)CCCC(C)C)O2
    -1	0.1	1	-2.5	/	-5	14	/
- Nc1nc(COC(=O)C2CC(=O)N(Cc3ccccc3)C2)nc(Nc2ccccc2)n1 (stereo not drawn)
    3	0.1	1	1.4	-1	13	-8	1
